Source: PubChem BioAssay
Measles CPE = protection of cells from measles virus. Measles virus-infected cells, CPE protection, absorbance. AID 841. 140,000 tested, 1.5% active. protection (pct of control), % at 4 µM; in the data active = protection mostly above about 24%, no sharp cut-off; inactive = mostly below about 26%; also: some compounds called inactive have numbers as strong as hits
BB579 growth dn = chemicals that inhibit yeast BB579 growth in restrictive medium (lifespan-shortening candidates); S. cerevisiae BB579 growth, OD615, 48 h; inhibition, % at 10 µM; 140,000 tested, 0.51% active;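 active = inhibition above a set limit, 3 SD over the mean compound inhibition, cut at about 44% in these data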; also: inactives centre near -24
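System: Saccharomyces cerevisiae DeaD strain BB579, replicative lifespan model yeast. Buffer or medium: restrictive glucose-based CSMM-D medium. Doses: one dose, 10 µM compound with 0.25% DMSO. Timing: 4 h preincubation and 48 h exposure at 30 °C. Detection: turbidity as optical density at 615 nm. Benchmarks: amphotericin B 10 µg/mL, positive.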
GALR2 antag = antagonists of human galanin receptor 2 (GALR2); O43603; GALR2-expressing cells, antagonist mode; inhibition, % at 4 µM; 140,000 tested, 0.39% active; in the data active = inhibition above about 27%;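 also: cells stimulated with galanin 1-16 at roughly its EC80; 0% = agonist challenge control and 100% = basal control without agonist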
Target sequence (O43603 whole entry, looked up): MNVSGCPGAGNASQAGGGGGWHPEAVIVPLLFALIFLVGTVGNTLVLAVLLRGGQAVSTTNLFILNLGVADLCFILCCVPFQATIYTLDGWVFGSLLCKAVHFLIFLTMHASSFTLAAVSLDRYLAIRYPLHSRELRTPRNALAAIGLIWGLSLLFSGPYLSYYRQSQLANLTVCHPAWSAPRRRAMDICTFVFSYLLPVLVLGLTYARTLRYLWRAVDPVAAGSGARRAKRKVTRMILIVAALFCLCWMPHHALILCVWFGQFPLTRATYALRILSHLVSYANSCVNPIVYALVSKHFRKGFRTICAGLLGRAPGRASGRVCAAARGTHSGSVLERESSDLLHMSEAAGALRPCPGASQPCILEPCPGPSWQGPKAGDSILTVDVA
NPY-Y2 antag = antagonists of human neuropeptide Y receptor Y2; P49146; NPY-Y2 expressing cells, antagonist mode; inhibition, % at 2.7 µM; 140,000 tested, 0.99% active; AID 793; in the data active = inhibition above about 17%;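 also: 0% = vehicle with agonist challenge and 100% = reference antagonist with challenge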
Target sequence (P49146 whole entry, looked up): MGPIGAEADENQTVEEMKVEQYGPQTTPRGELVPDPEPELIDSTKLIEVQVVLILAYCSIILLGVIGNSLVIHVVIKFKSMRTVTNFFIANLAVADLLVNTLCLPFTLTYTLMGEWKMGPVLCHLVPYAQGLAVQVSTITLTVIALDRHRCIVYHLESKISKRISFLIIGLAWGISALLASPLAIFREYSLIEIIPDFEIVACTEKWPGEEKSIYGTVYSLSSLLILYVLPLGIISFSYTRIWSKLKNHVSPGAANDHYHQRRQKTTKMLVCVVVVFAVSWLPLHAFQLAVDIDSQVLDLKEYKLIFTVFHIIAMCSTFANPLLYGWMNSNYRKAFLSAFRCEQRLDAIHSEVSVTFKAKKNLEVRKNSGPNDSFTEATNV
HCT116 PTEN-null = PTEN-deleted cell growth suppression; viability, % at 10 µM; HCT116 PTEN-null viability, CellTiter-Glo, 60 h; active compounds read low; 140,000 tested, 1.2% active;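 active = viability at or below a set limit, 4 SD under the median of all tested compounds, cut at about 3.7% in these data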;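 also: PTEN knockout HCT116 line with beta catenin targeted HCT116 as companion control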
E-sel TNF inh = TNF alpha driven E-selectin expression inhibition. HUVEC TNFa-induced E-selectin immunofluorescence, high content. 120,000 tested, 0.71% active. inhibition, % at 2 µM. AID 1246;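 active = inhibition above the batch mean plus 3 SD, and confirmed as a hit on visual image review, cut at about 43% in these data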;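 also: 0% = TNF-stimulated DMSO wells and 100% = unstimulated control wells; not every result past the cut was called active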
Phagocytosis inh = blocks phagocytosis by macrophages | J774A.1 macrophage IgG-bead phagocytosis, imaging | inhibition, % at 5 µM | 110,000 tested, 0.07% active | AID 1029;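 active = inhibition above the mean of the plate negative controls plus 5 SD, cut at about 13% in these data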;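 also: phagocytic index as fraction of beads internalized from green versus red external bead signal; plate controls were DMSO negative control for no effect and cytochalasin-D positive control for full effect; some results beyond the cut were filed as inactive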
HCT116 bCat-KO = beta-catenin-lacking colon tumor cell growth suppression; 140,000 tested, 1.5% active; viability, % at 10 µM; HCT116 beta-catenin knockout viability, CellTiter-Glo, 60 h; active compounds read low;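 active = viability at or under a set limit, the compound median less 4 SD, cut at about 6% in these data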;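 also: 0% = Hyamine 1622 control at 20 µM and 100% = untreated cell control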
Yeast life ext = yeast lifespan extension | S. cerevisiae growth with nicotinamide, OD615; deaD strain in restrictive glucose medium | inhibition of the nicotinamide effect, % at 10 µM | 130,000 tested, 0.68% active;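 active = inhibition above a set limit, placed 3 SD over the median of all compounds, cut at about 26% in these data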;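 also: 0% = nicotinamide-treated wells and 100% = cells grown without nicotinamide; some compounds called inactive have numbers as strong as hits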
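Assay system: engineered S. cerevisiae DeaD replicative-lifespan strain, galactose-grown log-phase cells; Buffer or medium: CSMM-D glucose medium, restrictive; Probe or stimulus: nicotinamide 1.5 mM; Compound: single dose 10 µM compound, 0.25% DMSO; Schedule: 4 h preincubation then 48 h treatment at 30 °C; Technique: OD615 measurement.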
MRP-1 activ = activates MRP-1; 140,000 tested, 0.61% active; H69AR cells + doxorubicin, viability rescue, CellTiter-Glo; AID 799; viability increase, % at 10 µM;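 active = viability gain under doxorubicin at or above a set limit, the compound median plus 3 SD, cut at about 4.7% in these data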;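 also: MRP-1 overexpressing cells given doxorubicin 25 µM after compound pretreatment; 18-22 h compound pretreatment then 72 h with doxorubicin before readout; 0% = doxorubicin-only wells and 100% = vehicle-treated cells without doxorubicin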
Numbers without * were called inactive; / = no result given.

SMILES	Measles CPE	BB579 growth dn	GALR2 antag	NPY-Y2 antag	HCT116 PTEN-null	E-sel TNF inh	Phagocytosis inh	HCT116 bCat-KO	Yeast life ext	MRP-1 activ
CCN(CC)S(=O)(=O)c1cccc(C(=O)NC2CCCCC2)c1	9.1	-14.4	3.1	1.2	88.9	1.6	8.1	101.5	3.5	-1.4
CCC1CCCCN1CCCNC(=O)CC1Oc2ccccc2NC1=O (centres undefined)	10.2	-12.3	0.2	-0.1	102.0	-16.0	-0.3	89.8	-4.3	-1.5
CCCCOc1nc(N)nc(-c2ccccc2)n1	8.0	-27.3	2.5	3.3	88.6	12.1	-0.4	97.7	-19.1	-1.4
CCCCCOC(=O)c1c(N)n(CCOC)c2nc3ccccc3nc12	1.9	-13.3	-4.7	5.2	73.7	-18.1	-3.7	69.3	-32.6	-3.0
COc1ccc(CC(=O)Nc2nncs2)cc1OC	15.9	-23.2	-7.2	0.4	88.8	/	-0.7	110.2	-15.5	-0.4
Cc1cc(Nc2ccccc2)n(CCO)n1	13.4	-20.6	2.8	2.0	108.4	2.6	-0.7	100.2	-17.0	0.4
O=C(c1cc2ccccc2o1)c1cccs1	15.1	6.4	5.3	-1.1	105.1	6.0	1.4	89.4	-15.1	-1.1
O=C(c1cccc(-c2nnc(-c3ccccc3)o2)c1)N1CCCCCC1	6.7	-31.9	-4.5	3.5	95.5	9.2	-1.0	97.5	-24.8	-1.1
CC(CCc1ccccc1)NC(=O)CSc1nc(N)cc(N)n1 (centres undefined)	18.6	-3.8	-4.0	0.0	86.6	-33.1	-1.2	85.7	-4.5	-1.0
COc1ccccc1-n1nnnc1SCC(=O)NC1CCCC1	15.5	-40.6	-6.6	-3.6	95.0	-2.1	2.2	84.9	-1.8	-1.1

5 of the compounds above, as a markdown table:
| Compound | Measles CPE | BB579 growth dn | GALR2 antag | NPY-Y2 antag | HCT116 PTEN-null | E-sel TNF inh | Phagocytosis inh | HCT116 bCat-KO | Yeast life ext | MRP-1 activ |
| --- | --- | --- | --- | --- | --- | --- | --- | --- | --- | --- |
| CCN(CC)S(=O)(=O)c1cccc(C(=O)NC2CCCCC2)c1 | 9.1 | -14.4 | 3.1 | 1.2 | 88.9 | 1.6 | 8.1 | 101.5 | 3.5 | -1.4 |
| CCC1CCCCN1CCCNC(=O)CC1Oc2ccccc2NC1=O (centres undefined) | 10.2 | -12.3 | 0.2 | -0.1 | 102.0 | -16.0 | -0.3 | 89.8 | -4.3 | -1.5 |
| CCCCOc1nc(N)nc(-c2ccccc2)n1 | 8.0 | -27.3 | 2.5 | 3.3 | 88.6 | 12.1 | -0.4 | 97.7 | -19.1 | -1.4 |
| CCCCCOC(=O)c1c(N)n(CCOC)c2nc3ccccc3nc12 | 1.9 | -13.3 | -4.7 | 5.2 | 73.7 | -18.1 | -3.7 | 69.3 | -32.6 | -3.0 |
| COc1ccc(CC(=O)Nc2nncs2)cc1OC | 15.9 | -23.2 | -7.2 | 0.4 | 88.8 | / | -0.7 | 110.2 | -15.5 | -0.4 |

More results
SMILES	Measles CPE	BB579 growth dn	GALR2 antag	NPY-Y2 antag	HCT116 PTEN-null	E-sel TNF inh	Phagocytosis inh	HCT116 bCat-KO	Yeast life ext	MRP-1 activ
N#Cc1cccc(NC(=O)CCC2CCCC2)c1	19.9	-86.7	-2.7	3.7	86.2	-20.7	/	93.5	-12.2	0.1
COc1cc(NC(=O)N2CCOCC2)cc(OC)c1	5.0	-11.8	-38.1	-0.5	105.4	1.3	-1.5	92.8	-3.8	-0.3
c1ccc(-c2oc3ncnc(NCCN4CCOCC4)c3c2-c2ccccc2)cc1	12.3	-64.9	-17.9	3.5	65.2	-7.0	-2.0	76.5	-33.6	-5.6
CCC1Oc2ccccc2N(CC(=O)NCCN2CCc3ccccc3C2)C1=O (centres undefined)	2.1	22.8	-9.7	3.4	86.8	-2.2	-2.0	100.0	-14.1	-0.9
CC(=O)c1nc(N2C(=O)CC(Cc3ccccc3)C2=O)sc1C (centres undefined)	8.7	-12.7	-0.4	0.9	92.9	/	0.8	89.1	-2.9	0.4
CCOCCCNC(=S)NCCc1ccccc1	3.1	-37.2	-13.6	-0.2	102.2	/	-3.9	98.8	-0.4	-0.6
O=P(c1ccccc1)(c1ccccc1)N(c1ccccc1)c1ccccc1	26.1	-18.4	18.8	15.3	45.2	22.7	-2.1	42.7	14.5	-2.8
COC(=O)c1cccnc1N1CCN(c2ccccc2F)CC1	1.3	-43.4	8.5	1.9	93.2	24.9	-0.3	96.2	-14.3	1.1
Nn1c(SCC(=O)Nc2ccc(F)cc2F)nnc1C1CCCCC1	3.6	-72.1	-8.2	2.7	94.0	-12.6	0.7	95.2	-7.2	-0.1
CCOCCn1cnc2sc(C(=O)NCC(=O)OCC)c(C)c2c1=O	13.5	-35.8	11.0	1.1	97.2	7.9	/	95.2	-3.5	-1.7
O=C(O)Cn1nc(C(F)(F)F)c2c1CCC2	9.5	-21.1	-3.0	1.4	98.0	8.6	0.1	92.8	-20.1	-2.2
CCO/N=C(\C)c1c(O)c2ccccc2n(C)c1=O	2.5	-49.1	1.2	0.9	102.0	/	-3.3	93.2	-5.4	1.6
CCOc1ccc(-c2cnc(SCC(N)=O)nc2N)cc1	2.1	-15.1	0.7	1.3	87.7	-18.8	/	86.9	-12.3	-0.8
Cc1ccn2c(C(=O)CSc3ccccc3Cl)c(C)nc2c1	14.1	-18.1	-9.5	0.0	100.0	11.9	-0.6	94.2	-14.8	0.9
CN(Cc1ccccc1)c1nc2c(c(=O)n(C)c(=O)n2C)n1CCSc1ncccn1	15.8	2.8	3.6	3.5	99.9	12.5	-1.6	104.1	-12.8	-1.6
C/C(=N\O)C(C)(C)NC(=O)Nc1ccc(Cl)cc1	7.1	-17.4	5.5	3.9	92.8	7.1	-2.3	96.0	-6.9	-1.5
Cc1nn(C)c(C)c1S(=O)(=O)N1CCCC(C(=O)N2CCN(c3ccc(Cl)cc3)CC2)C1 (centres undefined)	12.3	-12.5	-1.1	-2.0	80.2	2.1	/	87.1	-10.8	-1.3
COC(=O)C1=C(CSc2nc3c(cc2C#N)CN(C)CC3)OC(N)=C(C#N)C1c1ccccc1F (centres undefined)	7.2	-18.3	-2.0	-0.8	77.7	10.6	/	72.1	/	-5.0
CCc1nnc(NS(=O)(=O)c2ccc(NS(=O)(=O)c3ccccc3)cc2)s1	7.9	-75.1	5.3	1.6	94.4	28.0	-0.7	93.4	-4.1	-0.5
COc1cc(CCC(=O)OCc2nnc(-c3ccccc3)o2)cc(OC)c1OC	9.5	12.4	1.2	0.6	99.3	-8.9	0.2	107.9	23.7	-1.8
COC(=O)C1NN=C(C(=O)c2ccc(Cl)cc2)C1c1ccc(OC)cc1 (centres undefined)	4.9	-40.6	-3.9	2.3	80.4	0.2	-4.0	80.9	5.7	-2.1
S=C(NCC1CCCO1)n1nnc2ccccc21 (centres undefined)	/	/	-9.1	2.1	/	12.5	0.8	/	/	/
CCOc1ccc(-c2nn3c(-c4ccccc4)nnc3s2)cc1	3.1	-59.2	-13.8	2.5	100.3	15.9	-0.5	110.8	-11.7	2.7
Cc1sc(NC(=O)c2ccco2)nc1-c1ccc2c(c1)CC(C)N2C(=O)C1CC1 (centres undefined)	11.1	-55.3	-9.9	1.6	16.8	-52.2	-0.6	22.7	-22.4	-0.4
O=C(NC1CCCCCC1)C1CCCN1S(=O)(=O)c1cccc2cccnc12 (centres undefined)	17.1	-30.3	-4.6	-0.2	97.2	8.6	0.8	96.6	1.8	-2.6
Nc1cc(=O)[nH]c(SCc2csc(-c3ccccc3)n2)n1	16.8	-40.9	7.2	3.3	82.0	/	-1.9	85.6	8.8	0.1
COC(=O)CN1C(=O)C2(C(C#N)=C(N)Oc3c2c(C)nn3-c2ccccc2)c2ccccc21 (centres undefined)	20.4	-31.4	-6.8	2.0	72.5	31.6	/	77.2	-5.5	-2.0
CCc1ccc(C(=O)CSc2nc3cc(S(=O)(=O)N4CCOCC4)ccc3n2CC)cc1	5.5	-23.6	-5.3	-0.1	80.9	-6.1	2.0	82.4	4.4	3.3
O=C(COc1ccc(S(=O)(=O)NC2CCCCC2)cc1)Nc1ccc2c(c1)OCCO2	16.2	-2.3	4.5	-1.4	80.0	-10.0	0.3	74.2	-1.9	-1.0
O=c1cccccc1NCc1ccccc1	5.4	-44.0	-3.6	-0.4	91.9	37.0	0.2	89.6	10.2	-2.2
Cc1cccc(N2CC34C=CC(O3)C(C(=O)O)C4C2=O)c1 (centres undefined)	2.9	-21.9	7.2	1.6	104.3	-4.5	-3.5	98.5	-3.9	0.1
CCOC(=O)N1CCN(C(=O)c2ccc3c(=O)n(-c4ccc(F)cc4)c(=S)[nH]c3c2)CC1	27.5*	-47.7	-16.2	2.1	87.0	17.8	-0.7	63.5	-4.7	-1.2
CCOC(=O)c1[nH]c(C)c(C(=O)OC(C)C(=O)Nc2ncc(Cl)cc2Cl)c1C (centres undefined)	2.6	-42.1	-3.9	0.6	42.1	-22.1	3.0	52.1	-12.9	-4.1
CCCc1cc(C(=O)Nc2sc(C)c(C)c2C(=O)OCC)no1	14.4	-18.2	9.7	0.6	94.2	-6.3	-1.0	89.0	-0.8	0.2
O=C(NCCN1CCOCC1)c1cc(S(=O)(=O)NCCCN2CCCC2=O)ccc1Cl	4.9	-38.5	-4.4	1.9	96.6	/	-0.3	93.1	-10.0	-1.7
CC(C)C(CC(=O)N1CCCCC1)C1CCOC(C)(C)C1 (centres undefined)	13.4	-35.5	-1.1	3.6	88.2	12.0	/	88.9	/	-3.6
CC(C)CNC(=O)c1ccc(NC(=O)c2cccs2)cc1	4.8	-8.4	16.0	1.5	103.5	-16.2	0.8	104.0	-1.9	0.6
COc1cc(/C=N/Nc2nc3ccccc3s2)ccc1OC(=O)c1ccccc1F	10.3	-56.8	-3.7	0.1	52.3	-10.9	1.0	54.9	-0.6	-4.7
C=CCn1c(Sc2nncn2C)nc2c1c(=O)[nH]c(=O)n2C	8.4	-7.6	5.5	3.2	97.2	8.0	/	98.8	0.2	-1.0
Cn1c(NC(=O)c2ccccc2)c(-c2ccccn2)c(=O)c2ccccc21	10.5	-8.3	3.5	-2.0	96.8	-3.9	0.7	105.3	-2.7	-1.1
Cc1ccc(S(=O)(=O)N2CCCCC2)cc1NC(=O)COC(=O)Cc1cccc(C(F)(F)F)c1	5.7	-47.1	-3.8	4.7	95.8	13.1	2.7	94.2	8.0	-1.6
COc1ccc(NC(=S)NNC(=O)C2CC2c2ccc(C)cc2)cc1 (centres undefined)	1.7	-6.6	0.9	4.8	98.9	0.2	-2.1	98.0	-4.5	-2.0
Cc1ccccc1C1CC(c2ccccc2)Nc2ncnn21 (centres undefined)	13.5	-39.5	-8.8	4.4	85.9	4.3	0.8	88.2	-1.2	-3.1
COc1ccc(NC(=O)CN2CC(c3ccccc3)CC2=O)cc1OC (centres undefined)	8.3	-31.1	-2.5	3.2	96.5	2.5	/	95.3	3.7	-2.5
O=C(CCN1C(=O)c2ccccc2S1(=O)=O)Nc1ccccc1O	22.6	-25.2	12.2	-0.4	97.6	5.5	-4.5	91.2	-0.2	-1.8
